High-throughput results: PubChem BioAssay, NCI
All columns: NCI-60 one-dose screen, growth in % after 48 h at 10 µM unless noted; 100 = growth as untreated, 0 = no growth, -100 = all killed.
SF-295: SF-295 CNS cancer cells; 79,000 compounds, 5.6% hits; AID 1794758
PC-3: PC-3 prostate cancer cells. AID 1794754. 80,000 compounds, 3.9% hits
U251: U251 CNS tumor cells | 80,000 compounds, 5.4% hits | AID 1794753
DU-145: DU-145 prostate cancer | AID 1794760 | 81,000 compounds, 4.2% hits
SNB-19: SNB-19 CNS cancer cells. 81,000 compounds, 2.5% hits. AID 1794751
SF-539: SF-539 CNS cancer | 81,000 compounds, 6.8% hits | AID 1794752
OVCAR-8: OVCAR-8 ovarian cancer | 81,000 compounds, 4.4% hits | AID 1794782
SF-268: SF-268 CNS cancer cells. 82,000 compounds, 3.1% hits
Active calls of the source: *; · = not tested or not shown. The calls were made as follows: active = growth percent below 10; inactive = the rest.

SMILES	SF-295	PC-3	U251	DU-145	SNB-19	SF-539	OVCAR-8	SF-268
O=C(Nc1ccccc1)Nc1ccc(NC(=O)c2cc(Cl)nc3ccccc23)cc1	98	92	90	92	99	95	100	100
NC(CSC1(c2cccc3ccccc23)c2ccccc2-c2ccccc21)C(=O)O (stereo unspecified)	90	76	96	115	98	96	99	103
COc1cc2oc(-c3cccc(NC(=O)CNC(=O)OC(C)(C)C)c3)cc(=O)c2c(OC)c1OC	93	86	99	93	99	97	69	101
Cc1ccc(S(=O)(=O)c2nc(S(=O)(=O)CCN3CCOCC3)sc2N2CCOCC2)cc1	110	101	97	108	108	106	95	102
CC(=O)c1c(C)cc(C)c(C)c1C	99	98	116	·	110	106	102	109
CCCCCCCCCCCCN(CCCCCCCCCCCC)CC(O)c1cc2c(c3ccccc13)CCCC2 (stereo unspecified)	105	98	95	104	106	105	104	97
Cc1cc(C)nc(NS(=O)(=O)c2ccc(NC3Nc4nc5ccccc5nc4S3)cc2)n1 (stereo unspecified)	100	97	104	102	94	96	100	101
Cc1cc(NS(=O)(=O)c2ccc(Nc3nc(O)c(/C=C4\C=Nc5ccccc54)s3)cc2)no1	104	100	104	111	95	102	93	102
Nc1cccc(CO)c1	108	87	108	97	116	86	111	94
CSc1ccc(/C=C2\C=C(CC(=O)NCc3ccc(C(=O)c4ccccc4)cc3)c3cc(F)ccc32)cc1	-20*	12	-2.9*	-34*	18	-36*	1.8*	1.3*

2 of these compounds in a different format.
Values run as follows: SF-295	PC-3	U251	DU-145	SNB-19	SF-539	OVCAR-8	SF-268
> COc1cc2oc(-c3cccc(NC(=O)CNC(=O)OC(C)(C)C)c3)cc(=O)c2c(OC)c1OC
  93	86	99	93	99	97	69	101
> Cc1cc(C)nc(NS(=O)(=O)c2ccc(NC3Nc4nc5ccccc5nc4S3)cc2)n1 (stereo unspecified)
  100	97	104	102	94	96	100	101

The results go on.
SMILES	SF-295	PC-3	U251	DU-145	SNB-19	SF-539	OVCAR-8	SF-268
COc1ccc(Cn2cc3c(c2)-c2nc(N)ncc2CC3)cc1	104	·	107	112	106	104	101	111
CN(C)[C@@H]1C(=O)C(C(N)=O)=C(O)[C@@]2(O)C(=O)C3=C(O)c4c(O)cc(CN5CCc6ccccc6C5)c(Cl)c4C[C@H]3C[C@@H]12	-89*	-86*	-96*	-92*	-82*	-85*	-81*	-75*
Clc1ccc(C2=NN3C(C2)c2ccccc2OC3c2ccc3noc(-c4ccccc4)c3c2)cc1 (stereo unspecified)	105	90	105	108	97	98	101	95
CCOC1=Nn2c(CCC(=O)c3nc4ccccc4[nH]3)nnc2SC1	112	103	109	·	102	98	102	110
O=C(NCc1ccco1)Nc1ccccc1C(F)(F)F	119	105	109	110	98	103	109	107
C/C(=C(\c1ccc(OCCN2CCCCCC2)cc1)c1ccc(OC(=O)Cc2ccccc2)cc1)c1ccc(Cl)cc1	3.8*	42	8.2*	62	63	47	9.9*	49
CN(Cc1cc(Br)cc(Br)c1O)Cc1cc(Br)cc(Br)c1O	32	40	33	55	40	40	17	45
Cc1nc(Nc2cccc(N)c2)c2ccccc2n1	99	95	100	117	99	98	101	107
COc1ccc(-n2c(SCc3cc(OC)c(OC)c(OC)c3)nc3ccc(Cl)cc3c2=O)cc1	83	62	93	100	91	87	86	85
CCCc1ccc(-c2ccc(=O)n(-c3ccc(S(N)(=O)=O)cc3)n2)cc1	96	95	·	111	98	103	104	115
COc1ccc(C2NC(=O)c3cc4c(cc3N2)OCO4)cc1 (stereo unspecified)	-14*	28	17	7.0*	34	8.2*	22	40
COc1ccc(-c2nc3c(c(=O)[nH]2)C(c2ccc(Cl)cc2)c2sc4c(C)cccc4c2O3)cc1 (stereo unspecified)	101	81	93	106	94	103	95	89
CCOc1cccc(/C=N/NC(=O)c2ccc(Nc3ccnc(C(F)(F)F)c3)cc2)c1O	8.5*	51	16	30	20	0.3*	25	23
COc1ccc2cc(-c3ccc(C(=O)N/N=C/c4ccc(C#N)cc4)c(C)n3)ccc2c1	102	103	99	105	102	102	107	102
FC(F)(F)c1ccc(-c2nc(CSc3nc4ccccc4o3)no2)cc1	105	101	105	113	98	102	106	105
Cc1nc2sc(C(=O)Nc3ccc(S(N)(=O)=O)cc3)c(N)c2c(C)c1Br	88	105	95	97	103	88	98	97
Nc1nc(N)c(N=Nc2ccc(C(=O)O)cc2)c(N)n1	104	101	103	111	95	101	104	107
Cc1oc(-c2cccc(C(F)(F)F)c2)cc1C(=O)Nc1nccs1	20	90	61	93	72	75	94	100
CCOC(=O)c1ccccc1NC(=O)CNCC(C)C	114	95	94	95	102	114	99	101
CC(C)C(c1ccccc1)C(O)CC[N+]1(C)CCCCC1 (stereo unspecified)	100	96	98	106	106	105	104	99
O=c1scc(-c2ccc(C(F)(F)F)cc2)s1	86	88	95	110	92	111	95	100
COc1ccc2c(C)cc(=O)sc2c1	100	100	96	106	102	99	93	106
CN(C)c1ccc(N=Cc2ccc(N3CCOCC3)cc2)cc1	83	54	47	100	91	32	63	85
Cc1cccc(NC(=O)[C@@H]2c3ccccc3C(=O)N(c3ccc(F)cc3)[C@H]2c2ccc(F)cc2)n1	43	43	57	92	76	94	77	71
Nc1nnc2cc(F)ccc2n1	·	97	110	102	99	107	110	100
Cc1cnc(NC(=O)CNc2nnc(-c3cccnc3SCc3ccccc3)s2)s1	99	95	101	107	116	107	101	104
COc1ccc(-c2nc3sc(C)nn3c2-c2nc3cc(C)c(C)cc3[nH]2)cc1	·	86	103	101	110	95	90	101
CCCCCCC(C(=O)O)(C(=O)O)C1CCCCCC1	105	94	107	106	108	101	108	101
COc1ccc(C2CC(n3nnnc3-c3ccccc3)=NN2)cc1Br (stereo unspecified)	87	88	92	112	106	·	110	102
O=C1c2cc3c(cc2-c2c1c1cc(Cl)c(Cl)cc1c(=O)n2C[C@H](O)CO)OCO3	-47*	5.4*	-63*	-15*	-6.6*	·	-20*	-2.8*
COc1ccc2[nH]c(=O)c(CSc3cccc(N)c3)cc2c1	31	69	70	59	70	71	59	58
COc1cc(NC2=C(Cl)C(=O)c3nc(C)ccc3C2=O)cc(OC)c1	52	28	37	-93*	30	-31*	-0.8*	37
NC(=O)n1cccn1	109	101	104	113	105	113	·	98
N#Cc1ccc(NC(=O)Nc2cccc(C#N)c2)cc1	89	57	92	116	103	94	84	112
CCCCCCCCc1ccc(OCCOC(=O)/C=C\C(=O)NC(N)=O)cc1	97	97	93	105	94	94	92	107
O=C(O)N/N=C/c1ccccc1Cl	89	96	95	104	93	106	95	103
Cc1c(N(C)CS(=O)(=O)O)c(=O)n(-c2ccccc2)n1C	99	95	100	112	101	106	109	115
CCCC1(c2ccccc2)NC(=O)NC1=O (stereo unspecified)	122	99	113	108	105	100	111	98
CCC1(C)C=C2CCC3C(C)(C(=O)O)CCCC3(C)C2CC1 (stereo unspecified)	106	99	94	107	111	103	96	102
COc1cccc(-c2nc3sccn3c2-c2ccnc(NCCNC(=O)c3ccccc3)n2)c1	85	80	102	100	110	98	62	93

Random excerpt: 5 entries already listed
SMILES	SF-295	PC-3	U251	DU-145	SNB-19	SF-539	OVCAR-8	SF-268
COc1cccc(-c2nc3sccn3c2-c2ccnc(NCCNC(=O)c3ccccc3)n2)c1	85	80	102	100	110	98	62	93
CCCCCCCCCCCCN(CCCCCCCCCCCC)CC(O)c1cc2c(c3ccccc13)CCCC2 (stereo unspecified)	105	98	95	104	106	105	104	97
CN(C)c1ccc(N=Cc2ccc(N3CCOCC3)cc2)cc1	83	54	47	100	91	32	63	85
COc1cc(NC2=C(Cl)C(=O)c3nc(C)ccc3C2=O)cc(OC)c1	52	28	37	-93*	30	-31*	-0.8*	37
N#Cc1ccc(NC(=O)Nc2cccc(C#N)c2)cc1	89	57	92	116	103	94	84	112

The results go on:
SMILES	SF-295	PC-3	U251	DU-145	SNB-19	SF-539	OVCAR-8	SF-268
COc1cc(/C=C/C(=O)c2c(C)n([O-])c3ccc(Cl)cc3[n+]2=O)cc(OC)c1OC	114	89	80	67	83	97	51	74
CC1(C)CC[C@]2(C(=O)Nc3ccccc3)CC[C@]3(C)C(=CC[C@@H]4[C@@]5(C)CC[C@H](N)C(C)(C)[C@@H]5CC[C@]43C)[C@H]2C1	53	76	-47*	27	100	88	-66*	119
O=C(Cn1c2c(sc1=O)[C@H]1[C@@H](O)[C@@H](O)[C@H](O)[C@@H]1CS2)N1CCOCC1	105	·	99	112	103	97	108	98
COCC(=O)Oc1cc(-c2ccc(C)cc2C)c(OC(=O)COC)c(-c2ccc(C)cc2C)c1	58	43	47	-17*	61	46	60	44
CN(C)C=Nc1cc(Cl)ccc1Cl	97	100	115	117	95	111	114	112
CCCCCc1nc2c(c(C)nn2-c2ccc(C#N)cc2)c2c1CCCC2	98	95	99	115	102	104	97	109
O=S(=O)(c1c(Cl)cccc1Cl)N(Cl)Cl	121	97	112	121	105	116	110	104
N#Cc1ccc(C(=O)O)cc1	98	101	94	109	113	93	104	101
Cc1cccc(/C=N/n2c(-c3ccc(Cl)cc3)nc3c(Br)cc(Br)cc3c2=O)c1	35	21	43	66	62	70	32	70
Cc1ccc(-c2noc(C)n2)cc1	95	98	·	115	105	99	101	111

Reformatted: 4 of the compounds above.
Sequence of screens – SF-295, PC-3, U251, DU-145, SNB-19, SF-539, OVCAR-8, SF-268
> CC1(C)CC[C@]2(C(=O)Nc3ccccc3)CC[C@]3(C)C(=CC[C@@H]4[C@@]5(C)CC[C@H](N)C(C)(C)[C@@H]5CC[C@]43C)[C@H]2C1
→ 53, 76, -47*, 27, 100, 88, -66*, 119
> CCCCCc1nc2c(c(C)nn2-c2ccc(C#N)cc2)c2c1CCCC2
→ 98, 95, 99, 115, 102, 104, 97, 109
> Cc1ccc(-c2noc(C)n2)cc1
→ 95, 98, ·, 115, 105, 99, 101, 111
> COCC(=O)Oc1cc(-c2ccc(C)cc2C)c(OC(=O)COC)c(-c2ccc(C)cc2C)c1
→ 58, 43, 47, -17*, 61, 46, 60, 44

Going on with the list.
SMILES	SF-295	PC-3	U251	DU-145	SNB-19	SF-539	OVCAR-8	SF-268
CCCNCC(=O)Nc1cccc(Cl)c1	94	77	93	102	96	99	87	91
O=C(/C=C/c1cn(-c2ccccc2)nc1-c1ccccc1)OCc1cn(-c2cccc(Cl)c2)nn1	101	98	81	100	94	98	81	94
CN(C)CCCNC1(c2ccc(F)cc2)C2CC3CC(C2)CC1C3 (stereo unspecified)	96	88	78	104	93	86	98	94
CCOC(=O)c1cc(-c2ccccc2)nc2ccc(C)cc12	93	87	95	97	103	95	107	98
COc1ccc(Oc2nc(Nc3ccc(F)cc3)ncc2NC(=O)Nc2cc(OC)cc(OC)c2)cc1	94	92	81	94	83	97	93	85
C=C(C)[C@H]1C[C@@]2(OC)O[C@@]3(C=C2C(=O)OC)[C@H]2[C@@H]4[C@H](C[C@@]2(C)O)OC(=O)[C@@]43CC1=O	98	99	103	106	95	102	103	95
C=C(C)CN(CC(=C)C)C(=N)OC(C)CC (stereo unspecified)	115	95	114	118	110	101	113	109
OC(CO/N=C/c1ccc(OC(F)F)c(OC2CCCC2)c1)CN1CCOCC1 (stereo unspecified)	100	94	95	107	92	97	95	101
C=C(C)C(=O)OCCOCCOCCOC(=O)C(=C)C	86	83	91	116	99	94	102	107
C=C1CCC2C3(C)COC(c4ccccc4)OC3CCC2(C)C1C/C=C1/C(=O)OCC1OC(C)=O (stereo unspecified)	100	79	71	108	96	105	42	102
C=CCn1c(SCC(=O)Nc2ccc(C(=O)/C=C/c3ccc(OC)cc3)cc2)nnc1-c1ccc(OC)c(OC)c1	94	67	87	98	89	102	80	84
c1ccc(-c2csc(Nc3cccc(Nc4nc(-c5ccccc5)cs4)c3)n2)cc1	38	32	51	59	58	58	40	41
CSCCCO	·	101	97	117	100	95	107	125
O=C(O)c1cccc(C(=O)O)c1	109	103	105	127	108	106	110	101
O=C(Nc1ccccc1O)c1cccc(Nc2ccc(Cl)cc2)c1	93	83	92	98	89	98	60	100

Part of the list above in order of length of the SMILES, largest number first.
SMILES	SF-295	PC-3	U251	DU-145	SNB-19	SF-539	OVCAR-8	SF-268
COc1ccc(-c2nc3c(c(=O)[nH]2)C(c2ccc(Cl)cc2)c2sc4c(C)cccc4c2O3)cc1 (stereo unspecified)	101	81	93	106	94	103	95	89
COc1ccc2cc(-c3ccc(C(=O)N/N=C/c4ccc(C#N)cc4)c(C)n3)ccc2c1	102	103	99	105	102	102	107	102
CCOc1cccc(/C=N/NC(=O)c2ccc(Nc3ccnc(C(F)(F)F)c3)cc2)c1O	8.5*	51	16	30	20	0.3*	25	23
Nc1cccc(CO)c1	108	87	108	97	116	86	111	94
